GRP78 ERSR act = induces the endoplasmic reticulum stress response in human glioma cells. 0.02% of 420,000 active. U87-MG GRP78 promoter luciferase reporter, 16 h. Potency, µM, for inactives: at the top dose activation, most hits filed as activators. AID 602332; active = well fitted activation curve with a large enough effect; note: series mostly up to about 76 µM; % of control where 0% means no effect; nearly all actives have a fitted effect of over 35% in size
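ERSR induction read as luciferase luminescence (Bright-Glo, 10 min at room temperature) in stably transfected human U87-MG glioma cells exposed to compounds for 16 h, using GRP78 as sensor.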
Starred values were filed as active, the others as inactive; & = joins results of further samples. Potency is the fitted concentration of half-maximal effect. These rows are one share of the data; rates above refer to the full screens.

# | SMILES | GRP78 ERSR act
1 | CC(=O)NCCNc1nc(-c2cccc(NS(C)(=O)=O)c2)nc2ccccc12 | 6%
2 | COc1ccc(-c2nc3cnc(N(C)C)nc3n(C3CC3)c2=O)cc1 | -2%
3 | COC(=O)N1CCC2(CCCN(Cc3ccccc3)C2)CC1 | -4%
4 | CCN1C(C)=C(C(=O)OC)C(c2ccccc2)N2C(=O)[C@@]3(C(=O)OC)O[C@@]12C1C(=O)N(c2ccccc2)C(=O)C13 (stereo partly drawn) | -1%
5 | CCN(CC)CCOc1ccc2c(c1)C(=O)c1cc(OCCN(CC)CC)ccc1-2 | -5%
6 | COC(=O)Oc1ccccc1C(=O)O | -4%
7 | O=c1cnc2cnc(Nc3ccccc3)nc2n1Cc1ccc(F)cc1 | -4%
8 | CCCCCCC1=Cc2cc(OC)c(OC)cc2C(C2(C(=O)OCC)CCCC2=O)O1 (stereo not drawn) | -5%
9 | O=C1C2=CC[C@@H]3C(=O)N(c4ccc(F)cc4F)C(=O)[C@H]3[C@H]2[C@H](O)[C@H]2O[C@H]12 | 3%
10 | Cc1cc(O)c(C=O)c2c1C(=O)Oc1c(C)c(O)c3c(c1O2)C(O)OC3=O (stereo not drawn) | -5%
11 | CC(=O)OCOC(=O)CN(CC(=O)OCOC(C)=O)c1ccccc1OCCOc1ccccc1N(CC(=O)OCOC(C)=O)CC(=O)OCOC(C)=O | -11%
12 | Nc1ccnc2c1ncn2[C@@H]1O[C@H](CO)[C@@H](O)[C@H]1O | -5%
13 | COc1cccc(CNc2ncnc3sc(C(=O)N4CC5CCC4C5)c(C)c23)c1OC (stereo not drawn) | -3%
14 | CNc1ncnc2c1ncn2[C@H]1C[C@H](OP(=O)(O)O)[C@@H](COP(=O)(O)O)O1 | -5%
15 | CO/N=C(/C(=O)N[C@@H]1C(=O)N2C(C(=O)OC(C)OC(C)=O)=C(COC(N)=O)CS[C@H]12)c1ccco1 (stereo partly drawn) | -3%
16 | COc1cccc(-c2ccnc(-n3ncc(C(=O)NCC(C)(C)CN(C)C)c3C)n2)c1 | -2%
17 | Fc1ccc(N2CCN(Cc3ccc4c(c3)CN(Cc3cccn3-c3cccnc3)CCO4)CC2)cc1 | -1%
18 | COc1ccc(CCNc2ncnc3sc(C(=O)N(C)C)c(C)c23)cc1OC | 5%
19 | COC(=O)[C@@H]1C[C@@H](NC(=O)c2ccc(C(F)(F)F)cc2)CN1Cc1cccc(O)c1 | 4%
20 | Cc1ccc(S(=O)(=O)N[C@@H]2COC(=O)C/C=C\[C@H](C)COC(=O)N[C@@H](C)C(=O)C/C=C\[C@H]2C)cc1 | -3%

As entered above:
GRP78 ERSR act, cpd 14 = -5%
GRP78 ERSR act, cpd 13 = -3%
GRP78 ERSR act, cpd 16 = -2%
GRP78 ERSR act, cpd 20 = -3%

Arranged by value in GRP78 ERSR act (largest number first): 5 of the compounds above
# | SMILES | GRP78 ERSR act
1 | CC(=O)NCCNc1nc(-c2cccc(NS(C)(=O)=O)c2)nc2ccccc12 | 6%
17 | Fc1ccc(N2CCN(Cc3ccc4c(c3)CN(Cc3cccn3-c3cccnc3)CCO4)CC2)cc1 | -1%
16 | COc1cccc(-c2ccnc(-n3ncc(C(=O)NCC(C)(C)CN(C)C)c3C)n2)c1 | -2%
15 | CO/N=C(/C(=O)N[C@@H]1C(=O)N2C(C(=O)OC(C)OC(C)=O)=C(COC(N)=O)CS[C@H]12)c1ccco1 (stereo partly drawn) | -3%
5 | CCN(CC)CCOc1ccc2c(c1)C(=O)c1cc(OCCN(CC)CC)ccc1-2 | -5%

Carrying on:
# | SMILES | GRP78 ERSR act
21 | N[C@@H](Cn1cc(F)c(=O)[nH]c1=O)C(=O)O | -5%
22 | Clc1ccccc1CNCC1CCC(CNCc2ccccc2Cl)CC1 (stereo not drawn) | -5%
23 | COC(=O)[C@@H]1C[C@H](NC(=O)c2cc(C(F)(F)F)ccc2Cl)CN1Cc1cccc(O)c1 | 0%
24 | CCCCC(C=O)NC(=O)C(CC(C)C)NC(=O)OCc1ccccc1 (stereo not drawn) | -3%
25 | CN(C)c1ncc2nc(-c3ccccc3)c(=O)n(C3CC3)c2n1 | 1%
26 | COc1cc2cc3c4c(cc(OC)c(OC)c4c2cc1OC)CCN3C | -6%
27 | NCCCCC(NC(=O)C1CCCN1C(=O)C1CSSCC(N)C(=O)NC(Cc2ccccc2)C(=O)NC(Cc2ccccc2)C(=O)NC(CCC(N)=O)C(=O)NC(CC(N)=O)C(=O)N1)C(=O)NCC(N)=O (stereo not drawn) | 4%
28 | CCC1(c2ccc(O)cc2)NC(=O)NC1=O (stereo not drawn) | -6%
29 | CCN1C(C)=C(C(=O)OC)C(c2ccccc2)N2C(=O)[C@](O)(C(=O)OC)CC(C(C)=O)=C12 (stereo partly drawn) | 1%
30 | CO[C@H]1COC(=O)[C@@H](Cc2ccccc2)NC(=O)[C@@H](C)COC(=O)C/C=C\[C@@H]1C | -4%
31 | CC(C)ON(C(C(=O)NO)C(C)C)S(=O)(=O)c1ccc(-c2ccccc2)cc1 (stereo not drawn) | -8%
32 | CC(C(=O)O)C1CCC2C3CC=C4CC(O)CC[C@@]4(C)C3CC[C@]12C (stereo partly drawn) | -3%
33 | NC1(C(=O)O)CC(C(=O)O)C1 (stereo not drawn) | -1%&-3%&-3%
34 | COc1cc(O)ccc1CN1CCc2nnc(C(C)NC(=O)c3cc(F)ccc3F)n2CC1 (stereo not drawn) | 0%
35 | Cc1ccc(C(=O)Nc2cnn(-c3ccc(C(=O)N(C)Cc4n[nH]c5c4CCCC5)cc3)c2)c(C)c1 | -5%
36 | COC(=O)c1c(C)cc(OC)cc1O | -3%
37 | CSc1nnc(CCNC(=O)c2ccc(-c3cccc(F)c3)cc2)n1-c1ccc(F)cc1 | 2%
38 | COc1ccccc1CN1CC2(CCN(C(=O)c3cnccn3)CC2)C1 | 1%
39 | C[C@@H]1[C@H](O)[C@@H](C)/C=C/C=C/C=C/C=C/C=C/C=C/C=C/[C@H](O[C@@H]2O[C@H](C)[C@@H](O)[C@H](N)[C@@H]2O)C[C@@H]2O[C@](O)(C[C@@H](O)C[C@@H](O)[C@H](O)CC[C@@H](O)C[C@@H](O)CC(=O)O[C@H]1C)C[C@H](O)[C@H]2C(=O)O | -4%
40 | Cc1c(O)ccc2c1OCO2 | -4%
41 | COc1cccc(-c2ccc(O)c(CNCc3cccc4ccccc34)c2)n1 | -4%
42 | CCN(CC)C[C@@H](O)CN1CCCCc2nc(C)c(C)cc21 | -3%
43 | COc1ccccc1-c1ccc2ncnc(Nc3ccccc3)c2c1 | -3%
44 | COc1cc2c(cc1OC)C(c1ccccc1)CN(C)CC2 (stereo not drawn) | -5%
45 | CCCCCCCCCCCCCCCCCCOC[C@H](COP(=O)([O-])OCC[N+](C)(C)C)OC | -12%&-4%&-2%
46 | COc1ncc2nc(CCc3ccccc3)c(=O)n(-c3ccccc3)c2n1 | -1%
47 | CCCCCCC1=Cc2cc(OC)c(OC)cc2C(C(C(C)=O)C(=O)OCC)O1 (stereo not drawn) | -4%
48 | COc1cc2c(c(OC)c1OC)-c1c(cc3c(c1OC)OCO3)C[C@@H](C)[C@](C)(O)C2 | -4%
49 | CCc1cc2c(nc1CC)CCN(CC/C(C)=N/OC[C@@H](O)[C@@H]1O[C@@H]3OC(C)(C)O[C@@H]3[C@H]1O)C2 | -4%
50 | Cc1cc(C)cc(CN2CCOc3ccc(CN4CCC(O)(c5cccnc5)CC4)cc3C2)c1 | -4%

Looked up by compound from the list above, three records:
# | SMILES | GRP78 ERSR act
8 | CCCCCCC1=Cc2cc(OC)c(OC)cc2C(C2(C(=O)OCC)CCCC2=O)O1 (stereo not drawn) | -5%
2 | COc1ccc(-c2nc3cnc(N(C)C)nc3n(C3CC3)c2=O)cc1 | -2%
6 | COC(=O)Oc1ccccc1C(=O)O | -4%

(further entries)
# | SMILES | GRP78 ERSR act
51 | C/C(CCN1CCCCc2nc(C)c(C)cc21)=N\OC[C@@H](O)[C@@H]1O[C@@H]2OC(C)(C)O[C@@H]2[C@H]1O | -5%
52 | Cc1cc(O)cc(=O)o1 | -4%
53 | COCCn1c(=O)cnc2cnc(N3CCOCC3)nc21 | -3%
54 | O=C(c1cccnc1)C1CCCN(Cc2ccc3c(c2)CN(C(=O)c2cccc(Cl)c2)CCO3)C1 (stereo not drawn) | 0%
55 | O=C1C[C@@H](O)[C@@H](O)[C@H]2[C@@H]3C(=O)N(C4CCCCC4)C(=O)[C@@H]3CC[C@H]12 | -3%&-5%&-5%
56 | Cc1cccc2cc(CNCCCN3CCCC3=O)c(N3CCN4CCCC4C3)nc12 (stereo not drawn) | -2%
57 | C[C@@H]1CN(Cc2ccc3c(c2)CN(Cc2cccc(O)c2)CCO3)C[C@H](C)O1 | -3%
58 | COC(=O)c1ccccc1-c1cc(C)cc2c1OC(CNC(=O)c1occc1C)C2 (stereo not drawn) | 4%
59 | COCCNc1nc(-c2c(C)noc2C)nc2ccccc12 | -2%
60 | COc1cccc(-c2ccc3ncnc(NCCN4CCOCC4)c3c2)c1 | -2%
61 | CCC1CN(CC(=O)NCc2ccc3c(c2)OCO3)Cc2ccc(Cl)cc2O1 (stereo not drawn) | -4%
62 | COc1cc(/C=C/CN2CCOc3ccc(C(O)c4cccnc4)cc3C2)ccc1O (stereo not drawn) | -2%
63 | CNc1ncnc2ccc(-c3cccc(OC)c3)cc12 | 2%
64 | COC(=O)C/C=C\[C@@H](C)[C@@H](/C=N\O[C@@H](C)c1cn([C@H](CO)Cc2ccccc2)nn1)OC | -6%&-4%
65 | Oc1ccc(OCc2ccccc2)cc1 | 2%
66 | Nc1nc(SCc2ccc([N+](=O)[O-])cc2)c2ncn([C@@H]3O[C@H](CO)[C@@H](O)[C@H]3O)c2n1 | -5%&-4%
67 | CO[C@H]1COC(=O)C/C=C\[C@H](C)[C@@H](OC)COC(=O)[C@@H](C)COC(=O)C/C=C\[C@@H]1C | -5%
68 | CC12CC[C@@H]3c4ccc(OS(=O)(=O)O)cc4CC[C@H]3C1CCC2=O (stereo partly drawn) | -3%&-3%
69 | CN1CCN(c2cc(-c3ccccc3C(F)(F)F)ncn2)CC1 | -4%
70 | C=CS(=O)(=O)O | -4%

Next entries follow:
entry	SMILES	GRP78 ERSR act
71	COC(=O)C[C@@H]1O[C@H]1[C@H](C)[C@@H](OC)C(C)C	3%
72	COc1ccc(C(=O)N2CCC3(CCCN(c4ccncc4)C3)CC2)cc1	-3%
73	COc1ccc(C(=O)N2CCC3(CCCN(C(=O)Nc4cccc(C#N)c4)C3)CC2)cc1	-3%
74	Cn1c(=O)c(-c2cc(F)cc(F)c2)nc2cnc(Oc3cccc(Cl)c3)nc21	-1%
75	O=C(NCc1ccon1)c1ccc(-c2csc3ccccc23)nc1N1CCC(N2CCCC(CO)C2)CC1 (stereo not drawn)	-2%
76	CCNc1ncc2nc(CCc3ccccc3)c(=O)n(Cc3cccc(OC)c3)c2n1	-3%
77	NC(=O)C1CCCN1C(=O)C(Cc1cnc[nH]1)NC(=O)C1CCC(=O)N1 (stereo not drawn)	1%
78	COC1CC(O[C@H]2/C(C)=C/CC3CC(C[C@]4(CCC(C)C(C5CCCCC5)O4)O3)OC(=O)[C@H]3C=C(C)/C(=N/O)C4OC/C(=C\C=C\[C@@H]2C)[C@@]43O)OC(C)C1O (stereo partly drawn)	-1%
79	Clc1ccccc1-c1cncnc1NCc1cccs1	-1%
80	Cc1cc2nc3c(=O)[nH]c(=O)nc-3n(CC(O)C(O)C(O)CO)c2cc1C (stereo not drawn)	-4%&-4%&-7%&-3%
81	N#Cc1ccccc1-c1ccc2ncnc(NCc3ccccc3)c2c1	-4%
82	CC(C)NC(=O)N1CC2(CCN(C(=O)c3cccn3C)CC2)C1	-4%
83	COc1ccccc1-c1ccc2ncnc(NCc3cccnc3)c2c1	-4%
84	Cc1cnc(CNc2ncnc3ccc(-c4ccccc4C)cc23)cn1	-2%
85	O=C(c1cnccn1)N1CCC2(CC1)CN(Cc1nccs1)C2	-1%
86	CN(C)c1cc(NC(=O)CNC(C)(C)C)c(O)c2c1C[C@@H]1C[C@H]3[C@H](N(C)C)C(=O)C(C(N)=O)=C(O)[C@@]3(O)C(=O)C1=C2O	-2%
87	c1ccc(-c2ccc(OCCN3CCCC3)cc2)cc1	7%
88	O=C(c1ccc(N2CCC(NCCCn3ncc4ccccc43)CC2)cc1)N1CCOCC1	-1%
89	CCn1cc(CN2CCOc3ccc(C(O)C4CCCCC4)cc3C2)c(C)n1 (stereo not drawn)	-5%
90	O=c1c(-c2ccc(Cl)cc2)nc2cnc(N3CCNCC3)nc2n1Cc1cccs1	-4%
91	CC(C)=CCC[C@](C)(O)C1CC[C@]2(C)[C@@H]1CC[C@@H]1[C@@]3(C)CCC(=O)C(C)(C)[C@@H]3CC[C@]12C (stereo partly drawn)	-1%
92	CC(=O)CC/C=C(\C)CC/C=C(/C)CC/C=C(\C)CCC=C(C)C	-2%
93	COc1ccc(-n2c(CNC(=O)c3cccc(OC)c3OC)nnc2SC)cc1	-6%
94	Oc1cc(O)c2c(c1)OC(c1cc(O)c(O)c(O)c1)C(O)C2 (stereo not drawn)	-5%
95	CN1CC(O)C2=CC(=O)C(=O)C=C21 (stereo not drawn)	-4%
96	COC1=CC(=O)C(C(=O)c2ccccc2)=CC1=O	-3%
97	CCC1Cc2cc(O)ccc2C2=C1c1ccc(O)cc1CC2CC (stereo not drawn)	3%

Grouped by structure: the entries above containing a COOH group (five)
entry	SMILES	GRP78 ERSR act
6	COC(=O)Oc1ccccc1C(=O)O	-4%
21	N[C@@H](Cn1cc(F)c(=O)[nH]c1=O)C(=O)O	-5%
32	CC(C(=O)O)C1CCC2C3CC=C4CC(O)CC[C@@]4(C)C3CC[C@]12C (stereo partly drawn)	-3%
33	NC1(C(=O)O)CC(C(=O)O)C1 (stereo not drawn)	-1%&-3%&-3%
39	C[C@@H]1[C@H](O)[C@@H](C)/C=C/C=C/C=C/C=C/C=C/C=C/C=C/[C@H](O[C@@H]2O[C@H](C)[C@@H](O)[C@H](N)[C@@H]2O)C[C@@H]2O[C@](O)(C[C@@H](O)C[C@@H](O)[C@H](O)CC[C@@H](O)C[C@@H](O)CC(=O)O[C@H]1C)C[C@H](O)[C@H]2C(=O)O	-4%

Bioassay records as filed in PubChem BioAssay.
